Compound activity: PubChem, National Center for Advancing Translational Sciences (NCATS)
Chronic BCR inh: inhibitors of chronic active B-cell receptor signaling; ABC-DLBCL IkBa-CBG/CBR reporter, luminescence ratio, 4 h; Potency, µM (highest dose often 46.1 µM), for inactives: at the highest dose ratio change, negative = lower green/red ratio, hits mostly inhibitors; actives 0.05% (n = 340,000); AID 493014; active = well fitted inhibition curve with a large enough effect in the signal ratio, with a control signal flat, not every such curve was filed as active; inconclusive = small, poorly fitted or top-dose-only effect, or effect the other way, or a change in a side signal; the % refers to the signal ratio;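 also: plate controls were basal doxycycline-induced cells for no effect and cells given 10 µM MG132 for full effect; MG132 reads +100%, hits lower the ratio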
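TMD8 ABC-DLBCL cells carrying doxycycline-inducible green luciferase fused to IkappaBalpha plus unfused red luciferase were exposed to compounds (up to 46 uM) for 4 hrs at 37C. Activity came from the overlap-corrected green/red luminescence ratio.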
Numbers without * were called inactive; ? = inconclusive. Potency is read from the fitted curve at half-maximal effect. This is a subset; count on the stated rates, not on these rows.

Start of the data: the first 2 records as a preview:
SMILES | Chronic BCR inh
O=C(NC1CC(=O)N(c2cccc(F)c2)C1)c1cc2ccccc2o1 (stereo not given) | 12.9%
Cc1c(C(=O)NCc2cccc(Cl)c2)sc2ncnc(N(C)C3CCCCC3)c12 | 32.5%

The whole of this part, from the start:
SMILES | Chronic BCR inh
O=C(NC1CC(=O)N(c2cccc(F)c2)C1)c1cc2ccccc2o1 (stereo not given) | 12.9%
Cc1c(C(=O)NCc2cccc(Cl)c2)sc2ncnc(N(C)C3CCCCC3)c12 | 32.5%
O=C(NCc1ccc2c(c1)OCO2)c1ccc2c(c1)N(Cc1cccc(Cl)c1)C(=O)c1ccccc1S2=O (stereo not given) | 11.7%
CC1CCC(NC(=O)c2ccc(CS(=O)(=O)c3ccc(Cl)cc3)o2)CC1 (stereo not given) | 9.1%
COC(=O)c1cnn(-c2ccc(C(=O)Nc3ccc(OC(F)(F)F)cc3)cc2)c1N | 5.2%
CCC(=O)N1CCc2cc(CNC(=O)c3ccc(C#N)cc3)ccc21 | -16.5%
O=C(NCc1cccs1)c1ccc2c(c1)N(Cc1cccc(F)c1)C(=O)c1ccccc1S2 | 2.1%
CCOC(=O)C1CCC(CN(Cc2c(Cl)cccc2Cl)S(=O)(=O)c2ccc(Cl)cc2)CC1 (stereo not given) | 3.2%
O=C(NCC(c1cccs1)S(=O)(=O)c1cccs1)c1cccc(F)c1 (stereo not given) | 16.2%
CCOc1ccc(NC(=O)c2ccc(F)c(S(=O)(=O)NCc3ccc4c(c3)OCO4)c2)cc1 | 1.5%
Cc1ccc(NC(=O)CSc2ncnc3c2sc2ccccc23)cc1C | -9.7%
Cc1cccc(C)c1NC(=O)CN1C(=O)c2cccc3cccc1c23 | 2.4%
COc1ccc(NC(=O)Cn2c(=O)cc(C)c3c(C)nn(-c4cccc(Cl)c4C)c32)cc1OC | ?
CC1=C(C(=O)Nc2ccc(C)cc2C)C(c2ccc(O)cc2)n2nc(SCC(=O)c3ccc(C)cc3)nc2N1 (stereo not given) | -1.8%
COc1cccc(NC(=O)N(CCC(C)C)C2CCN(C(C)C)CC2)c1 | -11.5%
O=C1c2oc3ccccc3c(=O)c2C(c2ccc(O)cc2)N1Cc1ccc2c(c1)OCO2 (stereo not given) | 6.1%
COc1ccc(-c2cc(C(C)=O)c(C)n2CCC(=O)Nc2ccc(C)c(Cl)c2)cc1 | -22.3%
COc1ccc2cc(C(=O)NCc3ccc4c(c3)CCN4C(=O)c3ccc(F)cc3)[nH]c2c1 | -0.5%
CCc1cnc2c(c1SCC(=O)c1ccccc1)c(=O)n(C)c(=O)n2C | 20.3%
CCOc1ccc(Sc2cc(C(=O)NCCc3ccccc3)c3ccccc3n2)cc1 | 5.3%
Cc1ccc2nc(-c3ccc(NC(=O)c4ccccc4S(C)(=O)=O)cc3)sc2c1 | 13.4%
O=C(CSc1nc(=O)n(Cc2ccncc2)c2c1CCC2)Nc1ccc(F)cc1F | ?
CCSc1ccccc1C(=O)N1CCN(c2nc3ccccc3s2)CC1 | -20.7%
COc1cc(OC)c(NC(=O)Cc2c(C(=O)O)c(C)cn2C)cc1Cl | 2.7%
CCc1ccccc1Nc1ncnc2c1cnn2-c1ccc(C)cc1C | 22.0%
CC(=O)c1ccc(N2C(=O)N(CC(=O)c3ccc(C)cc3)c3ccccc3S2(=O)=O)cc1 | 4.8%
CCCCNC(=O)c1ccc2c(c1)N(CC)C(=O)c1ccccc1S2 | -2.9%
CCc1cccc2sc(N3CCN(C(=O)c4cc5ccccc5cc4OC)CC3)nc12 | -2.2%
COc1cccc(CNC(=O)c2nc(Cn3nc(C)c(Br)c3C)no2)c1 | -0.2%
COc1ccc(Cl)cc1NC(=O)COC(=O)CC(C)(C)CC1=NS(=O)(=O)c2ccccc2N1 | ?
O=C(CSc1nc(=O)n(Cc2ccccn2)c2c1CCC2)Nc1cccc(Cl)c1 | 13.5%
CN1CCN(c2ncnc3c2cnn3-c2cccc(Cl)c2)CC1 | 21.0%
CC(C)OCCCn1c(SCc2ccccc2Cl)nc2c(sc3ccccc32)c1=O | ?
COc1ccc(C2C(=O)N(C3CCC(C)CC3)CC(=O)N2Cc2ccccc2Cl)cc1OC (stereo not given) | -6.0%
CCOc1ccc(C(=O)N2CCC(c3ccncc3)CC2)cc1 | 0.2%
O=C(NC1CC(=O)N(c2ccc(F)cc2)C1)c1ccc(S(=O)(=O)N2CCCC2)cc1 (stereo not given) | ?
CCc1cnc2c(c1SCc1cc(OC)cc(OC)c1)c(=O)n(C)c(=O)n2C | 4.8%
Cc1cc(C)cc(NC(=O)CSc2cc(C)[nH]c(=O)n2)c1 | -6.5%
Cc1ccc(CNC(=O)c2ccc(CSCc3c(F)cccc3Cl)o2)cc1 | 1.1%
Cc1cc(SCC(=O)NCc2ccccc2)nc(=O)[nH]1 | 0.9%
CCN(Cc1ccccc1)c1ncnc2c1cnn2-c1ccc(F)cc1 | ?
CCN1CCc2c(sc(NC(=O)c3ccc(S(=O)(=O)N(C)C4CCCCC4)cc3)c2C(N)=O)C1 | -9.9%
COc1ccc(S(=O)(=O)NCCc2csc3nc(-c4ccc(Cl)cc4)nn23)cc1C | -3.9%
Fc1ccc(-n2ncc3c(Nc4cccc(Cl)c4)ncnc32)cc1 | 11.3%
CCOc1ccccc1NC(=O)c1c(NCc2cccs2)sc2c1CCC(C)C2 (stereo not given) | ?
CN(C(=O)c1ccc2c(c1)N(Cc1cccc(Cl)c1)C(=O)c1ccccc1S2=O)C1CCCCC1 (stereo not given) | 7.3%
COc1ccc(CNC(=O)c2ccc(Sc3ccc(Cl)cc3)c(NC(C)=O)c2)c(OC)c1 | 1.1%
COc1ccc(-c2nc3scc(CCNS(=O)(=O)c4ccc(C)cc4)n3n2)cc1 | -1.7%
CCOC(=O)c1ccc(NC(=O)c2c(NCc3cccs3)sc3c2CCCC3)cc1 | ?
Cc1cc(C)cc(NC(=O)Cn2nnc(-c3ccccc3F)n2)c1 | ?
Cc1cc(SCC(=O)NCc2ccc(Cl)cc2)nc(=O)[nH]1 | 4.2%
CCC(Sc1nnc(-c2ccc(F)cc2)c(-c2ccc(F)cc2)n1)C(=O)NC1CCCC1 (stereo not given) | 0.9%
Cc1cccc(CCNC(=O)C2CCC(CNS(=O)(=O)c3c(C)cc(C)cc3C)CC2)c1 (stereo not given) | 1.7%
CC1CCC(N2CC(=O)N(C3CCCC3)C(c3ccc(Cl)cc3)C2=O)CC1 (stereo not given) | ?
CCOCCn1ccc2c(OCC(=O)NCc3ccc(F)cc3)cccc2c1=O | -1.3%
COc1ccccc1CNC(=O)Cn1c(=O)oc2cc(S(=O)(=O)NCc3ccccc3)ccc21 | -2.2%
Cc1ccc(Cl)cc1NC(=O)CSc1nccn1C | 12.8%
CCc1ccc(C2=NN(CCC(=O)NCCc3ccc(Cl)cc3)C(=O)CC2)cc1 | ?
CCc1nc2ccc(C(=O)NCc3ccc(N(C)C)cc3)cc2nc1CC | 19.0%
COc1ccccc1NC(=O)c1cc(S(=O)(=O)NCCc2ccccc2)ccc1F | -1.1%

Later entries:
SMILES | Chronic BCR inh
COc1cc(C(=O)NC(c2ccc(Cl)cc2)c2cc(Cl)c3cccnc3c2O)cc(OC)c1OC (stereo not given) | 3.4%
COc1ccc(C)cc1NC(=O)C(CCSC)NS(=O)(=O)c1ccc2c(c1)oc(=O)n2C (stereo not given) | ?
CCN(CCCNC(=O)c1ccc(Sc2ccc(Cl)cc2)c(NC(C)=O)c1)c1ccccc1 | 0.4%
O=C(CC1N=C2c3ccccc3N=C(SCc3ccc(F)cc3)N2C1=O)NCCc1ccccc1 (stereo not given) | -5.2%
O=C(Nc1ccc(N2CCN(c3ccc(F)cc3)CC2)c(C(=O)O)c1)c1ccccc1F | 4.8%
Cc1ccccc1CNC(=O)C(=O)NCC(c1cccs1)S(=O)(=O)c1cccs1 (stereo not given) | -6.8%
Cc1ccc(Cl)cc1NC(=O)c1oc2ccc(S(=O)(=O)N3CCCCCC3)cc2c1C | 7.0%
O=C(Nc1cccc(C(F)(F)F)c1)C1CCN(c2nnc(-n3cccc3)s2)CC1 | -0.2%
COc1ccccc1N1CCN(c2ncnc3c2c(-c2ccccc2)cn3-c2cccc(Cl)c2)CC1 | -1.1%
Cc1cccc(CN2C(=O)c3ccccc3Sc3ccc(C(=O)NCCc4ccccc4)cc32)c1 | 6.2%
Cc1ccc(CSC2=Nc3ccccc3C3=NC(CC(=O)NC4CCCCC4)C(=O)N23)c(C)c1 (stereo not given) | 11.4%
COc1ccc(C2C(=O)N(C3CCCCCC3)CC(=O)N2Cc2ccccc2)cc1 (stereo not given) | -4.8%
CC1CCN(S(=O)(=O)N2CCC(C(=O)NCc3ccccc3Cl)CC2)CC1 | 5.7%
Cc1ccc(Cl)c2sc(N3CCN(C(=O)C4CC4)CC3)nc12 | 16.4%
COc1ccc(Nc2ncnc3c2cnn3-c2ccc(C)cc2C)cc1 | 2.7%
CCCCn1c(-c2ccc(C)cc2)c(C)n2c3c(=O)n(C)c(=O)n(C)c3nc12 | 13.1%
O=C(NCCc1ccc(F)cc1)C(=O)NCC(c1ccco1)S(=O)(=O)c1cccs1 (stereo not given) | -15.2%
CC(=O)N1CCc2c(sc3c2c(=O)n(-c2ccccc2)c(=O)n3CC(=O)Nc2ccccc2)C1 | ?
O=C(Cc1ccccc1)N(Cc1cccnc1)c1nc2ccc(Cl)cc2s1 | 23.6%
COc1ccc(-c2nc3scc(CCNS(=O)(=O)c4ccc(F)cc4F)n3n2)cc1OC | -13.5%
COc1cccc(C(=O)Nc2ccc(-n3nncc3-c3ccccc3)cc2)c1 | ?
COc1ccc(NC(=O)c2c(NCc3ccc(C)o3)sc3c2CCC(C)C3)c(OC)c1 (stereo not given) | ?
Cc1c(CCNC(=O)c2ccc(C(C)(C)C)cc2)sc2nc(-c3ccc(F)cc3)nn12 | -2.5%
Clc1cccc(-n2cc(-c3ccccc3)c3c(NC4CCCC4)ncnc32)c1 | ?
Cc1ccc(-c2nc3scc(CCNS(=O)(=O)c4c(C)noc4C)n3n2)cc1 | ?
CN1CCN(C(c2ccc(Cl)cc2Cl)c2sc3nc(-c4ccco4)nn3c2O)CC1 (stereo not given) | 12.1%
Cc1ccc(Cl)cc1-n1ncc2c(NCCCn3ccnc3)ncnc21 | -11.9%
O=C(Nc1ccc(C(F)(F)F)cc1)c1cc(S(=O)(=O)NC2CCCCC2)ccc1F | ?
CC(C)(C)c1ccc(S(=O)(=O)N2CCC(c3ccncc3)CC2)cc1 | ?
Cc1ccc(C(c2sc3nc(-c4ccco4)nn3c2O)N2CCOCC2)cc1 (stereo not given) | 11.0%
CCCSc1nnc2[nH]c(=O)cc(C)n12 | ?
Cc1cccc(-n2ncc3c(N4CCCCCC4)ncnc32)c1 | 14.0%
Cc1c(C(=O)Nc2ccc(Br)cc2F)sc2ncnc(N(C)C3CCCCC3)c12 | -3.8%
COc1ccc(C(=O)NNc2ncnc3c2cnn3-c2ccc(C)cc2C)cc1 | 3.2%
Cc1ccc(NC(=O)CSc2nc3ccccc3c3nc(CCn4c(C)nc5ccccc54)nn23)cc1F | ?

For convenience, 20 of the compounds above:
SMILES | Chronic BCR inh
CCN1CCc2c(sc(NC(=O)c3ccc(S(=O)(=O)N(C)C4CCCCC4)cc3)c2C(N)=O)C1 | -9.9%
COc1ccc(S(=O)(=O)NCCc2csc3nc(-c4ccc(Cl)cc4)nn23)cc1C | -3.9%
Fc1ccc(-n2ncc3c(Nc4cccc(Cl)c4)ncnc32)cc1 | 11.3%
CCOc1ccccc1NC(=O)c1c(NCc2cccs2)sc2c1CCC(C)C2 (stereo not given) | ?
CN(C(=O)c1ccc2c(c1)N(Cc1cccc(Cl)c1)C(=O)c1ccccc1S2=O)C1CCCCC1 (stereo not given) | 7.3%
COc1ccc(CNC(=O)c2ccc(Sc3ccc(Cl)cc3)c(NC(C)=O)c2)c(OC)c1 | 1.1%
COc1ccc(-c2nc3scc(CCNS(=O)(=O)c4ccc(C)cc4)n3n2)cc1 | -1.7%
CCOC(=O)c1ccc(NC(=O)c2c(NCc3cccs3)sc3c2CCCC3)cc1 | ?
Cc1cc(C)cc(NC(=O)Cn2nnc(-c3ccccc3F)n2)c1 | ?
Cc1cc(SCC(=O)NCc2ccc(Cl)cc2)nc(=O)[nH]1 | 4.2%
CCC(Sc1nnc(-c2ccc(F)cc2)c(-c2ccc(F)cc2)n1)C(=O)NC1CCCC1 (stereo not given) | 0.9%
Cc1cccc(CCNC(=O)C2CCC(CNS(=O)(=O)c3c(C)cc(C)cc3C)CC2)c1 (stereo not given) | 1.7%
CC1CCC(N2CC(=O)N(C3CCCC3)C(c3ccc(Cl)cc3)C2=O)CC1 (stereo not given) | ?
CCOCCn1ccc2c(OCC(=O)NCc3ccc(F)cc3)cccc2c1=O | -1.3%
COc1ccccc1CNC(=O)Cn1c(=O)oc2cc(S(=O)(=O)NCc3ccccc3)ccc21 | -2.2%
Cc1ccc(Cl)cc1NC(=O)CSc1nccn1C | 12.8%
CCc1ccc(C2=NN(CCC(=O)NCCc3ccc(Cl)cc3)C(=O)CC2)cc1 | ?
CCc1nc2ccc(C(=O)NCc3ccc(N(C)C)cc3)cc2nc1CC | 19.0%
COc1ccccc1NC(=O)c1cc(S(=O)(=O)NCCc2ccccc2)ccc1F | -1.1%
COc1cc(C(=O)NC(c2ccc(Cl)cc2)c2cc(Cl)c3cccnc3c2O)cc(OC)c1OC (stereo not given) | 3.4%
